Screens (PubChem BioAssay)
ADAM17 inh: ADAM17 inhibition, QFRET primary screen; P78536; recombinant ADAM17, EDANS/DABCYL FRET peptide cleavage; inhibition, % at 6.95 µM; actives 0.83% (n = 370,000);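 active = inhibition above the mean of compounds lying between control limits plus 3 SD, set per campaign, cut at about 8.5% in these data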;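 also: 0% = DMSO-only wells as the low control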
Target sequence (P78536 215-824 limits assumed): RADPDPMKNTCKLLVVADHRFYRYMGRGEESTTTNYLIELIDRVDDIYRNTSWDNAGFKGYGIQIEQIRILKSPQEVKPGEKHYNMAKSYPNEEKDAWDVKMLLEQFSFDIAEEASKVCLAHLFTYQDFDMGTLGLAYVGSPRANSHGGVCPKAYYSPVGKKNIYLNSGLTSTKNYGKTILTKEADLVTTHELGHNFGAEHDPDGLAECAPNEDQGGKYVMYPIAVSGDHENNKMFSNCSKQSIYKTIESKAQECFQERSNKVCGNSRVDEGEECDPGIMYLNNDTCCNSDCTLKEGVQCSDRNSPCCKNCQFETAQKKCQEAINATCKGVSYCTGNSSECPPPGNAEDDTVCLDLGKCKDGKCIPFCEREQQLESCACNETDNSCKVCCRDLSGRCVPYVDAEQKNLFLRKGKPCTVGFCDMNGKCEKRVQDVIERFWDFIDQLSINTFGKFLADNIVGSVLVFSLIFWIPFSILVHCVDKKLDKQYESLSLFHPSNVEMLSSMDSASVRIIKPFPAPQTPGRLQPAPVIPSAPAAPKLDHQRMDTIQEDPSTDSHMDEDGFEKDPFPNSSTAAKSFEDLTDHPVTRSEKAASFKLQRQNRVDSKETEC
GAA850 FXN act: increases GAA850 frataxin promoter reporter activity; activation, % at 6 µM; HEK293 lucGAA850 FXN promoter luciferase reporter, 24 h; percent of 10 µM SAHA response; actives 0.56% (n = 360,000);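 active = activation above the average of all compounds screened plus 3 SD, cutoff fixed separately per campaign, cut at about 7.5% in these data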;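 also: 0% = DMSO wells and 100% = 10 µM SAHA wells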
hcDAF12 agonist: activators of H. contortus DAF-12 nuclear receptor | HEK293 hcDAF-12 lit1-tk-luc reporter, luminescence; 0% DMSO, 100% Δ7-dafachronic acid | activation, % at 6.8 µM | actives 1.4% (n = 370,000) | AID 652067;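 active = activation above the mean of all tested compounds plus 3 SD, cut at about 5.5% in these data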;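 also: 100% = response to 3 µM Δ7-dafachronic acid high control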
DAX1 inh-1: inhibits human nuclear receptor DAX1. AID 504766. P51843. inhibition, % at 6.75 µM. actives 0.99% (n = 340,000). HEK293 Gal4-DAX1 luciferase reporter, luminescence;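 active = inhibition above the mean over all tested compounds plus 3 SD, cut at about 4.2% in these data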;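 also: 0% = DAX1-transfected cells with DMSO and 100% = empty-vector control cells with DMSO; inhibition shows as a rise in luminescence from relieved DAX1 repression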
Target sequence (P51843 207-470 limits assumed): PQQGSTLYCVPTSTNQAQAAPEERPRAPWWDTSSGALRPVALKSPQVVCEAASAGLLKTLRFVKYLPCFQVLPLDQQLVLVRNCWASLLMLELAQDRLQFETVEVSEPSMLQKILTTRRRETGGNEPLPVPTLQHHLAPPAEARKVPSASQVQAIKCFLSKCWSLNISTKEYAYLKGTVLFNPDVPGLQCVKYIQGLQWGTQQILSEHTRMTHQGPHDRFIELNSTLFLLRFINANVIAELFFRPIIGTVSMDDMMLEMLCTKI
DAX1 inh-2: DAX1 (NR0B1) inhibition, primary screen; inhibition, % at 6.8 µM; AID 652010; actives 1.1% (n = 370,000); HEK293T StAR-luciferase reporter, SF-1/DAX-1 repression relief;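 active = inhibition above the mean over all tested compounds plus 3 SD, cut at about 3.6% in these data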;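 also: 0% = DAX-1 cells with DMSO and 100% = cells lacking DAX-1 with DMSO; higher inhibition means more luminescence from relief of DAX-1 repression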
ADAM10 inh: ADAM10 inhibition, QFRET primary screen. inhibition, % at 7 µM. recombinant ADAM10, EDANS/DABCYL FRET peptide cleavage, 3 h. O14672. AID 720582. actives 0.62% (n = 370,000);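 active = inhibition above a per-campaign cutoff equal to the mean of compounds falling between control-based bounds plus 3 SD, cut at about 20% in these data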;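 also: 0% = DMSO wells while the 100% control is not disclosed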
hgDAF12 agonist: activates the H. glycines DAF-12 receptor ligand-binding domain | HEK293 GAL4-hgDAF12 UAS-luciferase reporter, agonist luminescence; normalized to butyrate control | activation, % at 6.8 µM | actives 1.8% (n = 370,000) | AID 687014;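 active = activation above a cutoff set at the mean of all screened compounds plus 3 SD, cut at about 10% in these data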;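 also: 0% = DMSO wells and 100% = sodium butyrate wells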
GC-A act: GC-A (human) enzyme activation | P16066 | HEK293 GC-A cells, cGMP TR-FRET, EC30 ANP; 0% at EC30 ANP, 100% saturating ANP | AID 1671463 | actives 0.14% (n = 370,000) | activation, % at 10 µM; in the data active = activation above about 40%
ssDAF12 agonist: activates DAF-12 receptor from parasite S. stercoralis; actives 1% (n = 370,000); AID 652126; activation, % at 6.8 µM; HEK293 ssDAF-12/GRIP1 lit1-tk-luc reporter, luminescence; % of 3 µM dafachronic acid response;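 active = activation above the mean over all tested compounds plus 3 SD, cut at about 0.9% in these data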;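 also: 0% = DMSO-only wells and 100% = 3 µM delta7-dafachronic acid wells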
SMARCA2 activ: SMARCA2 function activation, primary screen; AID 652017; actives 1% (n = 370,000); MG213 cells, MMTV-luciferase reporter, dexamethasone, overnight; activation, % at 9.1 µM; in the data active = activation above about 7.8%;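 also: 0% = vehicle wells and 100% = reference activator wells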
PG9 Ab binder: PG9 antibody binding by small molecule | TR-FRET gp120-PG9 antibody binding | actives 0.43% (n = 360,000) | inhibition, % at 6.7 µM | AID 624416; in the data active = inhibition above about 8.5%
An asterisk follows results filed as active; . = not tested or not shown.

1. O=C(CNc1ccc2ccccc2c1)N/N=C/c1ccncc1
2. CCOCC(=O)Nc1nc2c(s1)C(=O)CC(C)(C)C2
3. COC(=O)c1cc(OC)c(OC)cc1NC(=O)Nc1ccccc1F
4. CCCCN1C[C@H](CSC)[C@@H](CC(=O)Nc2ccc(OC)cc2)C1=O
5. CCOP(=O)(OCC)C(NCc1ccccc1)c1ccc(Br)cc1 (configuration not stated)
6. CCOC(=O)CNC(=O)C1(NC(=O)CNC(=O)OCc2ccccc2)CCCC1
7. Cc1nnc(NC(=O)C23CC4CC(CC(C4)C2)C3)s1
8. O=C(CN1C(=O)NC2(CCCC2)C1=O)N1CCc2ccccc2C1

compound no.	1	2	3	4	5	6	7	8
ADAM17 inh	-12.3	-1.7	-35.5	-1.1	-4.5	7.2	-1.5	0.1
GAA850 FXN act	-2.0	-0.8	3.1	-0.3	-0.9	0.4	0.0	-1.7
hcDAF12 agonist	8.0*	0.2	-1.5	-2.2	0.0	0.0	-2.6	1.1
DAX1 inh-1	-0.1	0.1	.	2.8	-0.3	-1.2	-0.1	2.2
DAX1 inh-2	0.0	1.0	-0.1	0.1	-0.3	1.0	-0.5	-0.6
ADAM10 inh	-19.5	-3.2	-87.5	-10.9	3.2	1.3	-3.2	2.0
hgDAF12 agonist	2.5	0.7	-0.7	-1.5	-0.6	2.8	1.2	0.0
GC-A act	5.5	-1.0	0.1	-1.0	-30.4	1.9	3.4	-0.1
ssDAF12 agonist	0.3	-1.8	-1.2	-1.2	-1.5	-1.1	-1.2	-0.1
SMARCA2 activ	0.8	5.6	-1.5	-5.0	-3.8	-4.7	-3.9	0.8
PG9 Ab binder	0.3	1.3	-0.6	0.5	-0.8	0.5	-0.2	-2.1

Among those listed so far, these have a halogen.
3. COC(=O)c1cc(OC)c(OC)cc1NC(=O)Nc1ccccc1F
5. CCOP(=O)(OCC)C(NCc1ccccc1)c1ccc(Br)cc1 (configuration not stated)

compound no.	3	5
ADAM17 inh	-35.5	-4.5
GAA850 FXN act	3.1	-0.9
hcDAF12 agonist	-1.5	0.0
DAX1 inh-1	.	-0.3
DAX1 inh-2	-0.1	-0.3
ADAM10 inh	-87.5	3.2
hgDAF12 agonist	-0.7	-0.6
GC-A act	0.1	-30.4
ssDAF12 agonist	-1.2	-1.5
SMARCA2 activ	-1.5	-3.8
PG9 Ab binder	-0.6	-0.8

Continued:
9. CCCc1nnc(NS(=O)(=O)c2ccc(OC)cc2)s1
10. O=C(O)Cn1nnc(-c2ccccc2)c1COc1ccccc1
11. COc1ccc(C(C#N)=C2C=CC(=NO)c3ccccc32)cc1
12. CCOc1ccc2noc3c2c1C(=O)c1ccccc1-3
13. O=C(CSCc1ccccc1)N/N=C/c1ccc(OCC(=O)N2CCCCC2)cc1
14. CCC(=O)c1ccc(OC(=O)/C=C/c2cc(OC)c(OC)c(OC)c2)cc1
15. CCCCCOC(=O)C(C)c1c(C)[nH]c(=S)[nH]c1=O (configuration not stated)
16. O=C(NC1CCCC1)C1=COCCO1

compound no.	9	10	11	12	13	14	15	16
ADAM17 inh	-1.7	-1.5	4.2	-2.1	-1.7	-10.0	-2.5	-1.0
GAA850 FXN act	0.6	-2.8	.	-1.8	2.2	1.2	-4.9	1.6
hcDAF12 agonist	-0.8	-1.0	2.7	0.6	-0.1	-0.6	-1.1	-1.2
DAX1 inh-1	-0.7	.	.	0.3	1.1	0.1	0.6	0.0
DAX1 inh-2	-0.1	2.1	4.3*	-1.4	-0.8	0.0	-0.3	-0.5
ADAM10 inh	-1.5	-7.2	0.8	0.8	-0.2	-29.3	-5.7	1.6
hgDAF12 agonist	-1.8	0.9	1.8	-0.4	-0.6	1.1	2.0	1.6
GC-A act	0.3	3.0	-10.3	1.9	1.8	0.7	-4.0	4.8
ssDAF12 agonist	-0.8	-1.6	0.9	-1.7	-1.1	-0.4	-1.6	-0.8
SMARCA2 activ	2.8	-1.1	-3.1	5.7	-0.1	6.1	0.7	1.1
PG9 Ab binder	-3.7	1.4	-1.0	-7.8	-3.0	-2.5	-0.5	-1.0

Some values from the list.
cpd 12 – DAX1 inh-1 = 0.3
cpd 9 – SMARCA2 activ = 2.8

(further entries)
17. COC(=O)C1=C(C)NC2=C(C(=O)CC(C)(C)C2)C1c1ccsc1 (configuration not stated)
18. COc1ccc(C)cc1NC(=O)C(C)N1CCOCC1 (configuration not stated)
19. Cc1ncc([N+](=O)[O-])n1S(=O)(=O)c1cc(Br)ccc1Br
20. Cc1ccc(S(=O)(=O)n2nc(C)cc2N)cc1
21. O=C(Cc1cccs1)N(Cc1ccco1)C1(C(=O)NC2CCCCC2)CCCCC1
22. O=C(O)COc1ccccc1/C=N/NC(=O)c1cccc(S(=O)(=O)N2CCOCC2)c1
23. Cc1cc([N+](=O)[O-])nn1CCCC(=O)Nc1cccc(Cl)c1Cl
24. CCNC(=O)C1(C)CCN(C(=O)c2cccc3ccccc23)C1 (configuration not stated)

compound no.	17	18	19	20	21	22	23	24
ADAM17 inh	-49.7	4.8	-5.4	1.2	-3.4	-3.6	-1.1	0.9
GAA850 FXN act	0.5	0.3	3.1	3.9	3.6	2.0	0.2	0.1
hcDAF12 agonist	0.0	-0.1	-0.3	-1.6	0.6	-1.1	-2.4	-0.4
DAX1 inh-1	-0.6	-0.4	0.8	0.3	0.2	-0.3	2.8	.
DAX1 inh-2	-0.8	-0.2	0.0	-0.2	0.1	-0.1	-0.1	-1.0
ADAM10 inh	-138.0	3.6	-8.5	-4.8	-1.7	0.4	8.7	3.5
hgDAF12 agonist	0.9	-1.9	-1.6	0.4	2.6	-0.3	0.2	-1.0
GC-A act	-3.0	-1.9	0.9	2.1	-36.0	5.5	1.0	3.1
ssDAF12 agonist	-1.5	-0.2	-0.3	-1.7	-1.5	-1.8	-2.0	-0.5
SMARCA2 activ	-0.3	-1.9	-0.5	-0.9	-0.1	-4.0	-1.7	0.3
PG9 Ab binder	-0.7	-1.5	1.3	-1.2	0.1	-0.8	-0.1	-3.0

25. O=S(=O)(Cc1ccccc1)Nc1ccccc1
26. COc1cccc(/C=C(\C#N)c2nc3ccccc3[nH]2)c1OCC(=O)O
27. CN1CCC(N2CCN(C3CN(Cc4ccc(F)cc4)S(=O)(=O)C3)CC2)CC1 (configuration not stated)
28. CC(=O)Nc1ccc(C(=O)NNC(=O)Cc2ccccc2)cc1
29. Cn1nc(C(C)(C)C)cc1C(=O)N1CCCC(c2cc(C(=O)NCc3ccccc3)no2)C1 (configuration not stated)
30. COc1ccc(OCCC(=O)Nc2ccc(S(N)(=O)=O)cc2)cc1
31. CN=C1S/C(=C\c2ccc(O)c(Br)c2)C(=O)N1C
32. CN(C(=O)COC(=O)C1CCN(S(=O)(=O)c2ccc3c(c2)OCCO3)CC1)C1CCS(=O)(=O)C1 (configuration not stated)

compound no.	25	26	27	28	29	30	31	32
ADAM17 inh	-0.8	-4.9	1.7	0.3	-0.9	-1.0	-4.2	4.3
GAA850 FXN act	-0.2	3.9	.	0.8	-1.6	1.1	3.9	0.7
hcDAF12 agonist	-0.8	3.9	0.2	0.2	-2.8	-0.7	-2.3	1.6
DAX1 inh-1	1.3	4.0	.	0.2	.	1.4	2.1	0.8
DAX1 inh-2	0.1	0.3	-0.6	0.4	-4.0	0.3	-0.6	2.7
ADAM10 inh	3.0	-11.7	4.5	6.4	-2.9	-4.5	-2.5	4.6
hgDAF12 agonist	1.4	5.6	2.0	0.7	-3.6	-1.7	-0.2	-0.1
GC-A act	4.7	5.3	-0.1	-2.1	-1.5	3.1	-0.1	1.8
ssDAF12 agonist	-1.5	-0.2	-1.4	-1.3	-0.8	-0.9	-0.4	-0.6
SMARCA2 activ	-0.8	5.5	-5.3	-2.7	-6.8	-2.4	0.8	-5.1
PG9 Ab binder	-0.5	-0.7	-1.8	-1.5	0.1	-1.8	-5.5	1.9

33. Cc1ccc(NC(=O)c2cc(=O)[nH]c3ccc(S(=O)(=O)N4CCOCC4)cc23)nc1
34. O=C(CCC1CCCCC1)NCCS(=O)(=O)N1CCN(c2ccccc2)CC1
35. CCc1cc2c3c(c1)C1(C(=O)N3C(C)(C)C=C2C)C(C#N)=C(N)Oc2[nH]c(=O)[nH]c(=O)c21 (configuration not stated)
36. CC1(C(=O)NCc2ccc(C(F)(F)F)cc2)CCN1Cc1cc2ccccc2o1 (configuration not stated)
37. O=C(/C=C/c1ccc(Cl)cc1Cl)c1cccnc1
38. Cc1cnc(NC(=O)c2ccccn2)s1
39. N[C@@H](Cc1ccccc1)c1nnc(SCc2ccccc2Cl)o1
40. O=C(NNC(=O)c1cccs1)c1ccc(S(=O)(=O)N2CCCCC2)cc1

compound no.	33	34	35	36	37	38	39	40
ADAM17 inh	-6.2	0.4	-4.5	11.3*	-0.3	-3.6	-0.8	3.1
GAA850 FXN act	-1.2	-1.1	0.0	-2.4	1.2	1.1	0.3	0.1
hcDAF12 agonist	-1.0	-1.9	0.9	-1.5	0.2	5.9*	-0.3	-1.6
DAX1 inh-1	1.1	-0.5	-0.4	.	2.3	0.1	0.2	-0.4
DAX1 inh-2	0.7	-1.9	0.1	-1.4	-0.6	3.0	-1.0	-0.4
ADAM10 inh	-17.5	-5.8	-7.3	24.3*	4.9	-6.7	3.9	4.7
hgDAF12 agonist	2.2	-2.3	-6.0	-2.8	-1.7	16.5*	1.7	-1.4
GC-A act	-0.5	-1.3	-3.7	-1.6	-17.9	1.8	-2.6	2.4
ssDAF12 agonist	-1.1	-1.3	-1.4	-1.9	-1.3	0.2	-1.1	-0.9
SMARCA2 activ	-2.9	-1.3	-4.5	-8.9	0.8	5.6	6.1	2.2
PG9 Ab binder	-1.3	0.2	0.6	1.0	-1.3	0.1	-1.6	-3.2

41. O=C(OCc1nc2ccccc2c(=O)[nH]1)c1cccs1
42. CC(=O)N1CCOc2ccc(S(=O)(=O)N(C)c3cccc(C)c3)cc21
43. O=[N+]([O-])c1ccc(N2CCN(c3ccc(F)cc3)CC2)cn1
44. Cc1nn2c(COc3ccc(NC(=O)c4ccccc4)cc3)nnc2c2ccccc12
45. COc1ccccc1C(CNC(=O)c1ccc(C)c(S(=O)(=O)N2CCCCC2)c1)N(C)C (configuration not stated)
46. Cc1ccc(C(=O)OCC(=O)Nc2ccccc2Cl)c(O)c1
47. CCOc1ccc(/C=N/Nc2cc(N3CCOCC3)nc(C)n2)c(O)c1

compound no.	41	42	43	44	45	46	47
ADAM17 inh	-7.8	1.5	0.5	0.9	-4.2	-2.9	-10.2
GAA850 FXN act	-0.3	0.7	3.1	-0.3	-2.1	2.2	0.4
hcDAF12 agonist	1.6	-1.3	-2.1	1.4	1.6	2.6	-0.5
DAX1 inh-1	1.1	-0.1	1.9	2.7	0.3	-1.5	0.4
DAX1 inh-2	-0.5	-0.5	0.0	-0.3	-0.1	-0.5	-0.3
ADAM10 inh	-17.0	2.7	2.1	-1.7	-19.0	-3.5	-10.0
hgDAF12 agonist	-0.1	0.0	-1.7	-0.3	-1.9	3.7	1.2
GC-A act	.	3.9	-23.0	1.7	2.6	-1.1	-0.2
ssDAF12 agonist	-0.7	-1.1	-0.7	-1.5	-0.7	-0.8	-0.8
SMARCA2 activ	-1.5	6.6	-1.4	1.9	-3.4	-0.9	-1.4
PG9 Ab binder	0.4	-0.3	-0.4	4.1	0.0	0.3	-2.8
